PAFAH2 FP inh – PAFAH2 enzyme inhibitors, primary screen, biochemical, fluorescence polarization, human; Platelet-activating factor acetylhydrolase 2, cytoplasmic (Homo sapiens), Q99487; recombinant PAFAH2, FP-rhodamine activity probe; inhibition, % at 3.39 µM; actives 0.99% (n = 340,000); AID 492956, 2010;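 active means inhibition above the mean over all tested compounds plus 3 SD, cut at about 30% in these data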;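 further: inhibitors block probe labeling of enzyme so polarization drops; 0% = enzyme with DMSO and 100% = wells lacking PAFAH2 protein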
ZTA counter – counter-screen for EBNA-1 inhibitors: inhibitors of Epstein-Barr virus ZTA. AID 2234. ZTA-DNA binding, fluorescence polarization. inhibition, % at 11 µM. actives 0.15% (n = 320,000). P03206; in the data active means inhibition above about 33%
PAFAH1B3 inh – PAFAH1B3 enzyme inhibitors, primary screen, biochemical, fluorescence polarization, human | Platelet-activating factor acetylhydrolase IB subunit alpha1 (Homo sapiens), Q15102 | recombinant PAFAH1B3, FP-rhodamine probe | inhibition, % at 3.39 µM | actives 0.28% (n = 340,000) | AID 492972, 2010;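 active means inhibition above the screen-wide average of all tested compounds plus 3 SD, cut at about 25% in these data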;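 further: 0% = enzyme with DMSO only and 100% = wells lacking PAFAH1B3 protein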
PAFAH1B2 FP inh – PAFAH1B2 enzyme inhibitors, primary screen, biochemical, fluorescence polarization, human; Platelet-activating factor acetylhydrolase IB subunit alpha2 (Homo sapiens), P68402; actives 1.2% (n = 340,000); inhibition, % at 3.39 µM; recombinant PAFAH1B2, FP-rhodamine activity probe;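 active means inhibition above the mean of all tested compounds plus 3 SD, cut at about 24% in these data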;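 further: 0% = enzyme with DMSO and 100% = wells lacking PAFAH1B2; many of its hits are not listed in these tables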
Target sequence (P68402 whole entry, looked up): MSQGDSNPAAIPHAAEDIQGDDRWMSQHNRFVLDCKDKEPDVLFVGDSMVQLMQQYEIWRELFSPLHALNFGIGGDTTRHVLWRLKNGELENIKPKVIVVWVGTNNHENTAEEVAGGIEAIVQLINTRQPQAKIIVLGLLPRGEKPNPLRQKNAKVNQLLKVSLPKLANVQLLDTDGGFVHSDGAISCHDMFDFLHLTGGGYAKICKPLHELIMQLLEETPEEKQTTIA
LYPLA2 inh – LYPLA2 inhibitors, primary screen, counter-screen for PME1 inhibitor project, biochemical, fluorescence polarization, FP-Rh probe ABPP | Acyl-protein thioesterase 2 (Homo sapiens), O95372 | recombinant LYPLA2 | inhibition, % at 5.9 µM | actives 0.38% (n = 320,000);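 active means inhibition above the screen-wide mean plus 3 SD, limit set per campaign, cut at about 26% in these data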;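 further: 0% = LYPLA2 with DMSO and 100% = wells lacking LYPLA2 enzyme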
EBNA-1 inhibitor – EBNA-1 DNA-binding inhibitors, primary screen, biochemical, fluorescence polarization; inhibition, % at 14.8 µM; actives 0.34% (n = 300,000); AID 1950, 2009; in the data active means inhibition above about 28%
pPAFAH FP inh – pPAFAH enzyme inhibitors, primary screen, biochemical, fluorescence polarization, human; Platelet-activating factor acetylhydrolase (Homo sapiens), Q13093; actives 1.5% (n = 330,000); recombinant pPAFAH, FP-rhodamine probe fluorescence polarization; inhibition, % at 3.39 µM;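 active means inhibition above the mean inhibition across the screen plus 3 SD, cut at about 25% in these data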;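 further: inhibitors block binding of the rhodamine activity-based probe so polarization drops; 0% = enzyme with DMSO and 100% = wells lacking pPAFAH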
Target sequence (Q13093 whole entry, looked up): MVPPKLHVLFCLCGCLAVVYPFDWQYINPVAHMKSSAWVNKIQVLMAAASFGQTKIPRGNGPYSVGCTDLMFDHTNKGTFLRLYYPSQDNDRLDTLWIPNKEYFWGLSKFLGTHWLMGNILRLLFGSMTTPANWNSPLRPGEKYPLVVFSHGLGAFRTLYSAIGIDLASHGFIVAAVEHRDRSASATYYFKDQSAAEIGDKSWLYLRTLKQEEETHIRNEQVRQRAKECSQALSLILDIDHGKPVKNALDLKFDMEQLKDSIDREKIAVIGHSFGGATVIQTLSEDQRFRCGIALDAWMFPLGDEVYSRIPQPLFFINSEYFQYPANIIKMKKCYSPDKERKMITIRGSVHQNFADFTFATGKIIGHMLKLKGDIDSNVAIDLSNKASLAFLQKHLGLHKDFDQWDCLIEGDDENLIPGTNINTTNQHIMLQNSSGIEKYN
PREPL inh – PREPL enzyme inhibitors, primary screen, biochemical, fluorescence polarization. inhibition, % at 5.96 µM. recombinant PREPL, fluorescence polarization activity-based probe. AID 2751, 2010. actives 0.68% (n = 320,000). Prolyl endopeptidase-like (Homo sapiens), Q4J6C6; in the data active means inhibition above about 43%;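 further: 0% = enzyme with DMSO and 100% = wells lacking enzyme; many of its hits are not listed in these tables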
LYPLA1 inh – LYPLA1 inhibitors, primary screen, counter-screen for PME1 inhibitor project, biochemical, fluorescence polarization, FP-Rh probe ABPP; actives 0.16% (n = 320,000); Acyl-protein thioesterase 1 (Homo sapiens), O75608; recombinant LYPLA1; inhibition, % at 5.9 µM;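 active means inhibition above the mean of all tested compounds plus 3 SD, set per campaign, cut at about 14% in these data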;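 further: inhibitors block serine hydrolase probe labeling of LYPLA1 so polarization falls; 0% = enzyme with DMSO and 100% = wells lacking LYPLA1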
Target sequence (O75608 whole entry, looked up): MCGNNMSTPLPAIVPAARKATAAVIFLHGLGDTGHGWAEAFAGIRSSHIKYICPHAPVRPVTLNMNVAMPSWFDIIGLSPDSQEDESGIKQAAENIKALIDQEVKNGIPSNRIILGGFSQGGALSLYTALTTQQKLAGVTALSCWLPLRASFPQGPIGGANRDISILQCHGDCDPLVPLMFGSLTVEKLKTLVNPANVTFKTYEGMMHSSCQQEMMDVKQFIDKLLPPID
The depositor's hits bear a star; / = no result given. Some of the compounds tested (hit frequency here may not be typical).

A first look, 5 compounds:
Abbreviations – A = PAFAH2 FP inh; B = ZTA counter; C = PAFAH1B3 inh; D = PAFAH1B2 FP inh; E = LYPLA2 inh; F = EBNA-1 inhibitor; G = pPAFAH FP inh; H = PREPL inh; I = LYPLA1 inh
COc1ccc(OC2CCN(S(=O)(=O)c3ccc(OC)c(OC)c3)CC2)cc1
  A = 6; B = 8; C = -1; D = 3; E = 6; F = -1; G = 6; H = -3; I = 2

COc1ccc(NC(=O)Cc2ccc(Cl)cc2)cc1S(=O)(=O)N1CCCCC1
  A = -4; B = -2; C = -4; D = 10; E = -5; F = /; G = 7; H = 25; I = -5

COc1ccc(NC(=O)N2CCc3ccccc32)cc1
  A = 1; B = 1; C = -4; D = 1; E = 1; F = 3; G = 5; H = 1; I = 0

COc1ccc(OC)c(CNC(=O)C2CCN(S(=O)(=O)N3CCCCC3)CC2)c1
  A = 5; B = -4; C = 12; D = 2; E = 7; F = 3; G = 3; H = 10; I = 2

CCCc1[nH]n(-c2ccc(F)cc2)c(=O)c1C=NCC1CCCO1 (stereo unspecified)
  A = 0; B = 8; C = 9; D = 2; E = 3; F = -6; G = 1; H = -6; I = 0

Results, previewed entries included:
Abbreviations – A = PAFAH2 FP inh; B = ZTA counter; C = PAFAH1B3 inh; D = PAFAH1B2 FP inh; E = LYPLA2 inh; F = EBNA-1 inhibitor; G = pPAFAH FP inh; H = PREPL inh; I = LYPLA1 inh
COc1ccc(OC2CCN(S(=O)(=O)c3ccc(OC)c(OC)c3)CC2)cc1
  A = 6; B = 8; C = -1; D = 3; E = 6; F = -1; G = 6; H = -3; I = 2

COc1ccc(NC(=O)Cc2ccc(Cl)cc2)cc1S(=O)(=O)N1CCCCC1
  A = -4; B = -2; C = -4; D = 10; E = -5; F = /; G = 7; H = 25; I = -5

COc1ccc(NC(=O)N2CCc3ccccc32)cc1
  A = 1; B = 1; C = -4; D = 1; E = 1; F = 3; G = 5; H = 1; I = 0

COc1ccc(OC)c(CNC(=O)C2CCN(S(=O)(=O)N3CCCCC3)CC2)c1
  A = 5; B = -4; C = 12; D = 2; E = 7; F = 3; G = 3; H = 10; I = 2

CCCc1[nH]n(-c2ccc(F)cc2)c(=O)c1C=NCC1CCCO1 (stereo unspecified)
  A = 0; B = 8; C = 9; D = 2; E = 3; F = -6; G = 1; H = -6; I = 0

COc1cc(CC(=O)OCC(=O)Nc2ccc(N3CCOCC3)cc2)cc(OC)c1OC
  A = 0; B = -12; C = -5; D = 4; E = 3; F = 0; G = 9; H = 0; I = 2

C/C(=N\NC(=O)c1ccccc1)c1ccc(-n2ccnc2)cc1
  A = -4; B = -4; C = -1; D = 2; E = 11; F = -7; G = 0; H = -8; I = -1

CC(C(=O)N1CCc2ccccc2C1)N(c1ccccc1)S(C)(=O)=O (stereo unspecified)
  A = -6; B = -4; C = 9; D = 2; E = 1; F = -5; G = 0; H = -5; I = 1

CC1=C(C(=O)Nc2ccccc2)C(c2cc(CN3CCOCC3)cs2)C2=C(CCCC2=O)N1 (stereo unspecified)
  A = -2; B = -7; C = 6; D = 2; E = 3; F = 8; G = 7; H = 4; I = -1

N/C(=N\S(=O)(=O)c1ccc(Cl)cc1)N1CCOCC1
  A = 6; B = -6; C = -1; D = 5; E = 8; F = -1; G = 7; H = 14; I = -3

COc1ccc(OC)c(S(=O)(=O)n2nc(C)cc2C)c1
  A = -6; B = -1; C = 2; D = 5; E = -4; F = -15; G = 0; H = 12; I = -2

COc1ccc(C(=O)Nc2ccccc2-c2ccccc2)cc1Cl
  A = -6; B = 7; C = -5; D = 7; E = -1; F = 1; G = -6; H = -1; I = -2

CC(C)C(NC(=O)c1ccccc1)C(=O)NCC(c1ccccc1)N(C)C (stereo unspecified)
  A = -8; B = 11; C = -3; D = -5; E = -2; F = 12; G = 6; H = 6; I = -1

Cc1cc(NC(=O)c2cc(-c3ccccc3Cl)nc3ccccc23)no1
  A = 4; B = 4; C = 0; D = 2; E = -9; F = -22; G = 1; H = 6; I = -3

COc1ccc(OCC(=O)N/N=C(\C)c2ccc(-n3ccnc3)cc2)cc1
  A = -4; B = -9; C = 1; D = -4; E = 7; F = 2; G = 6; H = 7; I = 1

CCOC(=O)c1ccc(N2C(=O)CC(N3CCN(C(=O)c4ccco4)CC3)C2=O)cc1 (stereo unspecified)
  A = 3; B = -5; C = 11; D = 8; E = 0; F = -1; G = 13; H = -1; I = 3

CC1(C)C=C(c2ccc(O)cc2)CC(C)(C)N1
  A = -1; B = -21; C = 7; D = -1; E = 0; F = 14; G = -1; H = -3; I = -4

CCc1ccc(NC(=O)C(C)OC(=O)C2CCN(c3ccc(C(F)(F)F)cn3)CC2)cc1 (stereo unspecified)
  A = 3; B = -6; C = -3; D = 1; E = 1; F = -4; G = 2; H = -3; I = 0

CCC(=O)N(Cc1ccco1)Cc1cc2cccc(C)c2n2nnnc12
  A = 0; B = 5; C = -2; D = -6; E = 5; F = -10; G = -7; H = 10; I = 3

O=C(NCc1ccccn1)C1CCCN(S(=O)(=O)c2cccc3nsnc23)C1 (stereo unspecified)
  A = -6; B = -23; C = 3; D = 1; E = 9; F = 3; G = 1; H = 13; I = 3

O=C1CSC(=S)N1c1ccc(O)cc1
  A = 7; B = -5; C = 1; D = 4; E = 3; F = -10; G = -3; H = -6; I = -3

O=C(Cc1ccc(F)cc1)Nc1nnc(SCC(=O)N2CCCCC2)s1
  A = 7; B = -3; C = 6; D = 6; E = -4; F = -3; G = 3; H = 10; I = -4

C/C(=N\OCc1nc2ccccc2c(=O)n1/N=C/c1cc(C)cc([N+](=O)[O-])c1O)c1ccccc1
  A = 2; B = -5; C = 4; D = 0; E = -17; F = -11; G = 46*; H = 42; I = -15

Cn1nccc1C(=O)Nc1nnc(C2CC2)s1
  A = -7; B = -9; C = 11; D = 1; E = -3; F = 1; G = 6; H = -5; I = 0

COc1ccccc1C(=O)NCC(=O)NNC(=O)C1COc2ccccc2O1 (stereo unspecified)
  A = 0; B = -6; C = 9; D = 3; E = -2; F = -8; G = -1; H = 2; I = -2

CNC(=O)c1c(C)[nH]c(=S)c(C#N)c1-c1ccco1
  A = -12; B = 7; C = 12; D = 6; E = 0; F = 4; G = 11; H = 6; I = 3

COCC(C)NC(=O)COCc1cc(-c2ccc3c(c2)OCO3)on1 (stereo unspecified)
  A = -4; B = 11; C = 7; D = 6; E = 1; F = 15; G = 8; H = 8; I = -2

COc1cc(NC(=O)c2ccco2)c(OC)cc1NC(=O)Nc1cccc(Cl)c1
  A = 5; B = -3; C = 12; D = 2; E = 5; F = 6; G = 12; H = 26; I = -3

CCc1nnc(NC(=O)CN2C(=O)NC3(CCCC3)C2=O)s1
  A = 4; B = 5; C = 12; D = 10; E = -2; F = /; G = 1; H = 0; I = 0

Cc1nc2ccc(S(=O)(=O)NCC(=O)NCCc3ccc(Cl)cc3)cc2s1
  A = 10; B = -3; C = 5; D = 25*; E = 6; F = 6; G = 6; H = -20; I = -4

Cn1ccnc1SCC(=O)Nc1sccc1C#N
  A = 3; B = -4; C = 7; D = -1; E = 3; F = 0; G = 11; H = 2; I = 2

COC(=O)C1=C(CS(=O)(=O)c2ccccc2)NC(=O)NC1c1ccc(O)cc1 (stereo unspecified)
  A = 2; B = 1; C = 8; D = -2; E = 2; F = 1; G = 1; H = 8; I = -1

CC(C)(C)OC(=O)N1CCC[C@H]1c1nnc(SCc2ccc(Cl)cc2Cl)o1
  A = 7; B = -43; C = -3; D = 9; E = 5; F = -7; G = 3; H = 25; I = 1

Cc1cc(=O)[nH]c(N/N=C/C(C)c2ccccc2)n1 (stereo unspecified)
  A = 0; B = -9; C = 2; D = 5; E = 9; F = 4; G = 2; H = -2; I = 0

C[C@H](CO)N1C[C@H](C)[C@@H](CN(C)C(=O)Nc2ccc3c(c2)OCO3)Oc2ccc(NC(=O)NC3CCCCC3)cc2C1=O
  A = 3; B = /; C = 2; D = 12; E = /; F = /; G = 6; H = 6; I = /

Cc1ccccc1NC(=O)NCCc1ccc(Cl)cc1
  A = 7; B = -1; C = 4; D = 29*; E = -4; F = 2; G = 2; H = -3; I = 3

Fc1ccc(-n2nnc(-c3cnc4ccccc4c3)n2)cc1
  A = -3; B = -23; C = 2; D = 4; E = 3; F = 4; G = -3; H = 10; I = 1

COc1cccc(C2c3c(oc4ccccc4c3=O)C(=O)N2c2ccccn2)c1 (stereo unspecified)
  A = -2; B = -12; C = 2; D = 6; E = -1; F = 0; G = 4; H = -2; I = -2

COc1cccc(/C=C/C(=O)NCCc2ccc3c(c2)OCCO3)c1
  A = 3; B = 8; C = 2; D = -1; E = -2; F = 13; G = 2; H = 8; I = -5

COC(=O)c1ccccc1NC(=O)CSCC(=O)Nc1ccccc1
  A = -13; B = -2; C = 11; D = 3; E = 2; F = 1; G = -2; H = 2; I = -4

NS(=O)(=O)c1ccc(CNC(=O)CNC(=O)c2ccc(Br)o2)cc1
  A = -7; B = -7; C = 5; D = 4; E = 1; F = -4; G = -4; H = -4; I = 1

CC(=O)c1c(C)n(-c2ccc(C)cc2C)c2ccc(O)cc12
  A = 0; B = 17; C = -2; D = 4; E = -5; F = 12; G = 24; H = 8; I = -1

CCCCOC(=O)c1ccc(NC(=O)c2c(N)n(C)c(=O)[nH]c2=O)cc1
  A = /; B = -1; C = /; D = /; E = 3; F = 7; G = 2; H = 1; I = -5

COC(=O)C1=CN(c2ccc(OC)cc2)C=C(C(=O)OC)C1c1ccc(C)c([N+](=O)[O-])c1
  A = -3; B = 21; C = 7; D = -1; E = 2; F = -5; G = 0; H = 4; I = 2

CCOC(=O)N1CCC(N2CCN(S(=O)(=O)c3ccc(NC(C)=O)cc3)CC2)CC1
  A = 5; B = 8; C = -2; D = 2; E = 5; F = 10; G = 5; H = 4; I = -1

CN1CCN(S(=O)(=O)c2ccc(NC(=O)COc3ccccc3Cl)cc2)CC1
  A = -4; B = 3; C = 4; D = 12; E = 20; F = 2; G = 2; H = 11; I = 3

COc1ccc(NC(=O)COC(=O)CC2CCCC2)cc1Cl
  A = 43*; B = 3; C = 9; D = -4; E = 2; F = 9; G = 27*; H = 4; I = 4

CCN(C(=O)COC(=O)c1ccc(F)c(S(=O)(=O)N2CCOCC2)c1)C1CCS(=O)(=O)C1 (stereo unspecified)
  A = 3; B = 21; C = -3; D = -8; E = 1; F = -1; G = 6; H = 1; I = 1

CC(C)(C)OC(=O)NCCC(=O)Oc1ccc2ccc(=O)oc2c1
  A = 7; B = -19; C = 5; D = 8; E = 2; F = 3; G = 1; H = 11; I = -2

S=C(NCC1CCCO1)Nc1ccc(Cl)cc1Cl (stereo unspecified)
  A = 0; B = -14; C = 7; D = -1; E = -10; F = -15; G = 4; H = 3; I = 1

COc1ccc(-n2nnnc2SCc2nc(N)nc(N3CCOCC3)n2)cc1
  A = -4; B = 3; C = 5; D = 3; E = -2; F = 6; G = -5; H = -1; I = -1

C/C1=C\CCC2C(/C=C(\C)CC1)OC(=O)C2CN1CCCCC1 (stereo unspecified)
  A = -7; B = 8; C = -3; D = -2; E = 3; F = -6; G = 3; H = -9; I = 2

High-throughput results from PubChem.
